CatS block = inhibitors of human cathepsin S; P25774; recombinant cathepsin S, AMC dipeptide fluorescence, pooled mixtures; inhibition, %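 (tested at 5 µM per compound within 10-compound mixtures)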; actives 0.06% (n = 62,000); in the data active = inhibition above about 32%, passing the limit was not always enough;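 note: 0% = enzyme without compound and 100% = blank without enzyme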
Target sequence (P25774 115-331 limits assumed): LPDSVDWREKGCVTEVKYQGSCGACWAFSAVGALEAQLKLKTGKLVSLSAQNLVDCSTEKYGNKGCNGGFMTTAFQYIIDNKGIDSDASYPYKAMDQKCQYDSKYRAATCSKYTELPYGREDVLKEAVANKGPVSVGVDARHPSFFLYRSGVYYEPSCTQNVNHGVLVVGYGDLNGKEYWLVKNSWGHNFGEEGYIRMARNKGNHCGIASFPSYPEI
CatG inh = inhibitors of human cathepsin G; P08311; purified enzyme, AMC-tetrapeptide fluorescence, pooled mixtures; inhibition, % at 5 µM (by protocol); actives 0.2% (n = 62,000);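 active = inhibition above 20% in each of the two mixture wells holding the compound; inactive = inhibition of 20% or less in either well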;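 note: 0% = enzyme control without mixture and 100% = blank lacking enzyme; strong numbers were not always called active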
Target sequence (P08311 21-244 limits assumed): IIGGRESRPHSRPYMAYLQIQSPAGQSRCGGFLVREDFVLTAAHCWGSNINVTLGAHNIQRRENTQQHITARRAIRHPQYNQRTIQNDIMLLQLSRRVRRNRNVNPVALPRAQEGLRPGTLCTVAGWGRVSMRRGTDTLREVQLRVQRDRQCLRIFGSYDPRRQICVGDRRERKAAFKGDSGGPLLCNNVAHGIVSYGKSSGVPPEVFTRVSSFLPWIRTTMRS
FXIIa inh mix = inhibitors of human coagulation factor XIIa, pooled mixtures; P00748; purified FXIIa, fluorogenic substrate; inhibition, % at 5 µM; actives 0.2% (n = 62,000);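 note: 0% = enzyme without compound and 100% = no enzyme blank; some results filed as inactive read as strong as hits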
Target sequence (P00748 20-372 limits assumed): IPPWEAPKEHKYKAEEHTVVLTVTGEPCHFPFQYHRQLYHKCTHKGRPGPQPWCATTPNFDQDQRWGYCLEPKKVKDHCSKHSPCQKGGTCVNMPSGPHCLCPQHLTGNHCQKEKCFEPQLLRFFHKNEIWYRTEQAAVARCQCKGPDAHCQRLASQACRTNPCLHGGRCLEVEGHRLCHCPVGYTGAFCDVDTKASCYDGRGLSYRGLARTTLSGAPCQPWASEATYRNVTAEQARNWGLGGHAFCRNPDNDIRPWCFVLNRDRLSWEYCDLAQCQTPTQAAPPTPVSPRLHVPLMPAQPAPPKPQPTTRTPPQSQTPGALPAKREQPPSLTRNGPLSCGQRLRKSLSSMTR
Target sequence (P00748 373-615 limits assumed): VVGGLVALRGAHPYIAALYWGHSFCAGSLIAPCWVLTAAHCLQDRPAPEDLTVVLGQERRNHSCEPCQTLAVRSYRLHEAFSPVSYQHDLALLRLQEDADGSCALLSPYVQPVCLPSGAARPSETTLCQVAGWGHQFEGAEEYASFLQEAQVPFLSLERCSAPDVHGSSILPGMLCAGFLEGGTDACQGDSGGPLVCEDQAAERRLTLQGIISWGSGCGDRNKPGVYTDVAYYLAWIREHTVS
PKA kinase inh = PKA (human) kinase inhibition. P17612. PKA Kemptide phosphorylation, Kinase-Glo ATP luminescence. inhibition, % at 6 µM. actives 0.1% (n = 65,000). AID 524;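 active = inhibition above the screen-wide mean inhibition plus 3 SD, cut at about 21% in these data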; note: many of its hits are not listed in these tables
ROCK2 inh = ROCK2 (human) kinase inhibition; purified ROCK2, Kinase-Glo ATP depletion luminescence; inhibition, % at 6 µM; actives 0.35% (n = 60,000); AID 604;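 active = inhibition above the screen-wide mean inhibition plus 3 SD, cut at about 18% in these data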;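 note: plate controls were DMSO wells for no effect and Y-27632 control wells after no-enzyme background subtraction for full effect; many of its hits are not listed in these tables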
C1s inh = blocks human complement C1s protease activity | P09871 | purified C1s, fluorogenic AMC substrate, pooled mixtures | mean inhibition % of two 10-compound mixtures (active compounds read high), % at 5 µM (by protocol) | actives 0.16% (n = 62,000) | AID 538;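 active = inhibition above 20% in each of the two 10-compound mixture wells holding the compound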;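 note: 0% = enzyme wells lacking compound mixture and 100% = no-enzyme blank wells; some compounds called inactive have numbers as strong as hits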
FXIa inh mix = blocks human factor XIa in pooled compound mixtures; P03951; purified FXIa, fluorogenic substrate; inhibition, % at 5 µM; actives 0.19% (n = 62,000); AID 680;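 note: each value is inhibition by a whole ten-compound pool holding the compound; 0% = enzyme with no mixture and 100% = wells lacking enzyme; strong numbers were not always called active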
JNK3 inh = blocks human JNK3 kinase activity | P53779 | actives 0.61% (n = 60,000) | inhibition, % at 8 µM | purified JNK3 kinase activity, HTS; in the data active = inhibition above about 17%;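 note: 0% = DMSO and 100% = reference inhibitor; many of its hits are not listed in these tables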
CatL inh = inhibitors of human cathepsin L; P07711; purified cathepsin L, fluorogenic substrate, fluorescence; inhibition, %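 (tested at 10 µM)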; actives 0.17% (n = 58,000); in the data active = inhibition above about 45%;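 note: 0% = enzyme with no compound and 100% = no enzyme blank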
An asterisk follows results filed as active; x = not tested or not shown. Cut-off read from the data, not from the text of the source, unless noted: active = inhibition above about 20% (passing the limit was not always enough); inactive = the rest.

#	SMILES	CatS block	CatG inh	FXIIa inh mix	PKA kinase inh	ROCK2 inh	C1s inh	FXIa inh mix	JNK3 inh	CatL inh
1	CC(=O)Nc1cc(NC(=O)C2C3C=CC(C3)C2C(=O)O)ccc1Cl (centres undefined)	0.7	-0.1	-20.9	9.4	8.7	6.3	-1.8	-1.2	-1.4
2	CC(=O)NCCn1c(SCC#N)nc2ccccc2c1=O	1.8	1.9	8.5	3.5	2.8	-1.4	6.3	-8.8	6.9
3	CCN(CC)C(=O)c1cncc(C(=O)N(CC)CC)c1-c1ccccc1	3.1	0.4	5.5	4.2	6.9	-2.2	3.6	2.0	5.3
4	CCCCOc1ccc(C(=O)NCCCC(=O)N2CCCCC2)cc1	-5.2	-1.4	-2.7	3.9	2.7	-26.9	9.3	5.5	x
5	COc1ccc(S(=O)(=O)Nc2nnc(C(C)C)s2)cc1	-6.7	1.1	0.3	11.6	2.3	-0.3	-0.3	-3.8	-5.4
6	CNc1ccccc1C(C)(C)c1cc(-c2ccco2)n[nH]1	-4.4	6.7	2.8	4.3	6.1	-7.5	-1.1	1.4	-4.7
7	Cc1onc(-c2c(F)cccc2Cl)c1C(=O)Nc1cccc2nsnc12	5.4	5.6	-2.4	5.9	6.7	-12.2	-16.2	2.3	-53.2
8	C(/CCc1ccccc1)=N\n1cnnc1	15.3	15.5	-14.8	0.7	x	16.0	0.4	x	13.1
9	Cc1c(C#N)c2ncn(CCCN(C)C)c(=O)c2n1-c1ccccc1	0.2	10.7	1.6	1.5	1.3	16.9	-1.3	2.4	13.3
10	COc1cccc(CN2C(=O)CCC2(C)C(=O)NC2CCCCC2)c1 (centres undefined)	4.4	-2.6	2.6	2.0	-11.0	-8.2	4.7	1.6	x
11	CCOC(=O)CN(C(=O)CNC(=O)c1ccco1)C(C(=O)NC1CCCCC1)c1cccc(OC)c1 (centres undefined)	4.9	-1.1	4.2	12.1	4.5	-11.8	-1.3	2.0	12.7
12	CC1=C(C(=O)OC2CCCCC2)C(c2ccc(C)o2)C2=C(CCCC2=O)N1 (centres undefined)	-17.3	-1.0	0.4	-6.9	-1.3	5.9	10.0	-8.0	-6.2
13	COCCn1c(C)cc(C(=O)CSc2ncn[nH]2)c1C	-11.9	-3.7	0.5	-2.5	1.6	-5.4	3.3	-7.5	-17.2
14	N#Cc1ccsc1NC(=O)CSc1ncn[nH]1	-4.1	-11.2	2.1	5.9	4.2	-17.9	1.1	8.7	6.2
15	CCOc1ccc(N2C(=O)CC(N3CCN(c4ccccc4F)CC3)C2=O)cc1 (centres undefined)	4.3	13.2	1.0	10.1	4.2	24.0*	1.7	3.0	24.5
16	CC1Cc2ccccc2N1S(=O)(=O)c1cccc(C(=O)c2nccn2C)c1 (centres undefined)	-5.8	6.2	-8.2	-0.5	-4.0	0.8	5.5	-3.7	-5.6
17	COc1cc(OC)cc(OCC(O)Cn2ccnc2C)c1 (centres undefined)	7.8	-3.6	1.3	-9.0	x	-16.1	-1.1	x	20.0
18	COc1cc2c(cc1NC(=O)CSCC(=O)O)oc1ccccc12	-1.6	6.7	11.6	6.0	x	-30.7	-1.1	x	x
19	COCCOC(=O)c1c(C)oc2ccc(OC(=O)c3cccs3)cc12	6.8	0.2	4.6	10.4	x	-27.1	-3.3	x	9.7
20	CN(C)CCCOC(=O)C1c2ccccc2Oc2ccccc21	-7.0	8.0	-6.9	2.1	6.0	0.4	7.5	0.9	14.2
21	CCOc1ccc(N2C(=O)CC(SC(=NC)Nc3cccc(F)c3)C2=O)cc1 (centres undefined)	0.8	-36.7	6.5	0.9	-14.0	-12.3	-13.3	3.8	4.8
22	CCCn1nnc(NC(=O)c2cccc(OCC)c2)n1	12.9	0.8	2.9	7.9	7.0	-6.6	-2.3	5.1	9.6
23	CSCCC(NC(N)=O)C(=O)N(C)CC(=O)Nc1ccc(C)cc1 (centres undefined)	-2.2	-3.7	-15.5	4.4	6.4	-62.5	-9.1	-3.9	5.1
24	O=C(NC1CCCC1)C(c1cccnc1)N(C(=O)c1csnn1)C1CC1 (centres undefined)	-7.2	-7.6	11.1	-3.5	-7.4	-2.7	7.6	-5.8	0.3
25	CC(C)OC(=O)c1nnn(-c2nonc2N)c1CN1CCCCCC1	-3.0	0.6	3.3	-6.7	-3.8	-13.3	11.9	-3.7	17.3
26	O=C(c1cc(-c2cccs2)on1)N1CCCc2ccccc21	-16.3	-2.7	2.2	-3.0	3.8	-7.1	4.8	-4.3	x
27	O=C(CC(c1ccccc1)c1ccccc1)NCCO	-6.0	9.2	1.6	6.3	6.6	6.7	3.6	0.0	5.1
28	COc1ccc(N2CCN(C(CNS(=O)(=O)c3cccs3)c3cccnc3)CC2)cc1 (centres undefined)	15.6	8.2	2.9	3.8	x	1.5	5.2	x	9.4
29	CCOC(=O)C1CCCN(Cc2ccc3c(c2)OCO3)C1 (centres undefined)	-1.8	6.9	3.0	8.2	3.1	4.7	8.8	-4.2	-0.8
30	CCOC(=O)C1=C(C)NC(=O)NC1/C=C/c1ccccc1 (centres undefined)	7.7	0.6	-14.6	-0.8	5.8	8.1	12.3	-3.6	1.4
31	CCCSc1nnc2nc(C)cc(C)n12	8.7	-6.1	3.7	-2.5	2.4	-6.5	3.5	4.4	6.9
32	COC(=O)Cn1c(C)nc(=O)c(-c2ccccc2)c1C	13.8	10.0	-12.8	5.5	2.9	8.3	2.2	-2.6	24.0
33	O=C(CN1CCN(c2nc(-c3ccc(Cl)cc3)cs2)CC1)NCc1ccco1	1.4	8.1	8.6	2.6	-0.2	7.5	4.3	1.7	12.3
34	CCC(=O)Oc1cccc(C(=O)Nc2ccc(-c3nnc(-c4ccco4)o3)cc2)c1	-2.4	-5.0	3.1	3.0	x	1.9	2.2	x	9.0
35	COCCNC(=O)CN1C(=O)COc2ccc(Cl)cc21	-4.6	-11.4	-14.1	1.5	-6.1	-33.1	1.9	-11.8	x
36	Nc1ccc(-n2nnnc2-c2ccco2)cc1	1.4	1.5	-2.8	-2.4	-0.8	-33.8	3.8	2.1	0.3
37	O=C1Nc2ccccc2C12OCCCO2	0.9	10.0	-0.4	9.2	1.6	12.4	8.5	-1.9	2.1
38	CCOc1cc2[nH]c(=O)n(CCCCC(=O)NCc3ccco3)c(=O)c2cc1OCC	11.2	-5.5	5.9	-0.1	-5.3	0.4	3.0	-8.0	18.1
39	O=C(CCSc1ccccc1)Nc1ncccn1	18.5	0.5	6.6	2.1	3.6	1.7	2.8	-7.3	13.2
40	O=c1[nH]c(C(F)(F)F)nc2c1nnn2Cc1ccccc1F	-5.4	-10.1	4.1	-3.5	x	-35.6	-5.4	x	-6.8
41	COCCNc1ncnc2c1cnn2-c1ccc(Cl)cc1	x	x	x	2.2	4.4	x	x	-7.5	4.1
42	COc1ccc(OC)c(-n2nnnc2SCC(=O)Nc2nc(C)c(C)s2)c1	-2.4	-3.1	6.1	2.5	0.4	2.7	-2.0	2.8	-2.3
43	O=C1CC(c2ccccc2)NC(=O)N1 (centres undefined)	-2.6	9.4	0.7	4.5	5.1	5.1	5.1	1.7	8.2
44	CC(=O)C1=C(C)NC(SCC(=O)c2ccc(F)cc2)=C(C#N)C1c1ccco1 (centres undefined)	-7.5	6.6	-1.1	13.3	5.9	14.4	7.8	10.1	-1.3
45	Cc1ccn2c(NC3CCCCC3)c(C)nc2c1	5.0	-12.5	1.8	-4.4	-1.2	-102.8	-7.5	-5.4	13.3
46	CCCCN(CCCC)Cc1ccc(N)cc1	4.7	9.1	3.6	2.3	2.8	7.2	6.5	1.5	3.6
47	CC1CCc2c(sc3nc(SCC(=O)NCc4ccco4)nc(N)c23)C1 (centres undefined)	-1.8	-4.5	0.9	4.8	-3.8	0.1	2.3	3.2	0.3
48	O=C(COc1ncnc2c(Cl)cc(Cl)cc12)N1CCCCC1	-13.0	-16.4	7.3	-0.1	1.2	-199.6	-19.6	2.0	x

Single records, as listed above.
O=C(COc1ncnc2c(Cl)cc(Cl)cc12)N1CCCCC1 in the list: CatS block = -13.0; CatG inh = -16.4; FXIIa inh mix = 7.3; PKA kinase inh = -0.1; ROCK2 inh = 1.2; C1s inh = -199.6; FXIa inh mix = -19.6; JNK3 inh = 2.0; CatL inh = x
CC(=O)C1=C(C)NC(SCC(=O)c2ccc(F)cc2)=C(C#N)C1c1ccco1 (centres undefined) in the list: CatS block = -7.5; CatG inh = 6.6; FXIIa inh mix = -1.1; PKA kinase inh = 13.3; ROCK2 inh = 5.9; C1s inh = 14.4; FXIa inh mix = 7.8; JNK3 inh = 10.1; CatL inh = -1.3

Returning to the listing; the 3 compounds before the break are reprinted first.
#	SMILES	CatS block	CatG inh	FXIIa inh mix	PKA kinase inh	ROCK2 inh	C1s inh	FXIa inh mix	JNK3 inh	CatL inh
46	CCCCN(CCCC)Cc1ccc(N)cc1	4.7	9.1	3.6	2.3	2.8	7.2	6.5	1.5	3.6
47	CC1CCc2c(sc3nc(SCC(=O)NCc4ccco4)nc(N)c23)C1 (centres undefined)	-1.8	-4.5	0.9	4.8	-3.8	0.1	2.3	3.2	0.3
48	O=C(COc1ncnc2c(Cl)cc(Cl)cc12)N1CCCCC1	-13.0	-16.4	7.3	-0.1	1.2	-199.6	-19.6	2.0	x
49	COC(=O)CSc1nc(N2CCCCC2)c2c(c1C#N)CCCC2	-9.0	-0.2	14.4	0.7	-2.0	-21.5	6.5	-3.1	-9.6
50	CCn1c(=N)c(S(=O)(=O)c2ccc(F)cc2)cc2c(=O)n3ccccc3nc21	-6.8	2.7	-4.4	4.1	4.9	-46.7	1.2	7.8	-56.8
51	O=C(CN1C(=O)NC2(CCCCCC2)C1=O)N1CCC(Cc2ccccc2)CC1	-13.5	9.7	-0.2	0.1	3.0	5.0	-1.2	-2.0	4.1
52	O=C(O)C1CC(=O)N(Cc2cccnc2)C1 (centres undefined)	-6.8	0.6	9.4	1.1	4.2	5.4	-5.2	0.6	-2.4
53	CCOC(=O)c1c(N2C(=O)C3C4C=CC(O4)C3C2=O)sc2c1CCCC2 (centres undefined)	-0.7	-17.0	-1.4	x	x	-130.0	-7.8	x	-0.7
54	COc1ccccc1-c1cc(C(F)(F)F)nc(S(=O)(=O)CCCC(=O)Nc2cc(C)on2)n1	-1.5	10.2	1.0	-2.0	-2.2	4.4	6.7	11.8	3.4
55	CCc1nnc(SCC(=O)Nc2ccccc2)nc1CC	-2.6	-1.3	7.4	6.3	1.4	3.1	4.2	7.6	6.6
56	CSc1ccccc1NC(=O)CN(c1cccc(C)c1)S(C)(=O)=O	-15.4	-25.4	-8.0	7.2	-2.1	-107.1	-22.9	-5.4	-4.2
57	Cc1nc(CCNC(=O)COc2ccccc2)cs1	-2.8	6.6	3.8	7.5	3.7	-1.5	4.5	2.9	1.6
58	Cc1cc(C(=O)O)c(CSc2ncn[nH]2)o1	-5.1	7.4	-1.8	4.5	5.4	-2.6	2.5	0.1	-7.3
59	c1ccc2c(c1)OCC(c1nnc3n1-c1ccccc1SC3)O2 (centres undefined)	-0.7	8.1	7.0	2.3	1.4	-18.0	-3.5	-11.5	9.7
60	Cc1nc2n(n1)CC(O)CS2 (centres undefined)	5.5	9.8	0.2	2.0	8.8	0.2	1.0	-0.7	11.0
61	COc1ccc(N2CCn3c2nc2c3c(=O)n(CCCc3ccccc3)c(=O)n2C)c(OC)c1	-15.9	8.1	-13.5	8.6	3.9	8.7	5.1	-1.4	-14.4
62	CC1=C(C(=O)OC(C)C)C(c2cccnc2)n2ncnc2N1 (centres undefined)	2.3	8.1	2.4	4.4	8.8	2.5	-4.5	1.5	x
63	O=C(NCc1ccccc1)N[C@@H](Cc1c[nH]c2ccccc12)C(=O)O	0.5	0.4	-13.4	-1.8	4.9	-36.7	-15.2	0.2	5.7
64	CCC1(C)CC(c2csc(N)n2)CCO1 (centres undefined)	14.1	12.1	7.5	-4.6	-0.7	11.4	2.2	-0.8	x

High-throughput results as filed in PubChem BioAssay.
